Luciferase inh: inhibitors of firefly (Photinus pyralis) luciferase | P08659 | purified P. pyralis luciferase, luminescence, biochemical | Potency, µM (doses to about 115 µM), without a hit: at the highest dose activity change, negative = inhibition, hits mostly inhibitors | 76,000 compounds, 2.5% hits; note: potency is the fitted concentration of half-maximal effect; nearly all actives have a fitted effect of over 65% in size
Target sequence (P08659 whole entry, looked up): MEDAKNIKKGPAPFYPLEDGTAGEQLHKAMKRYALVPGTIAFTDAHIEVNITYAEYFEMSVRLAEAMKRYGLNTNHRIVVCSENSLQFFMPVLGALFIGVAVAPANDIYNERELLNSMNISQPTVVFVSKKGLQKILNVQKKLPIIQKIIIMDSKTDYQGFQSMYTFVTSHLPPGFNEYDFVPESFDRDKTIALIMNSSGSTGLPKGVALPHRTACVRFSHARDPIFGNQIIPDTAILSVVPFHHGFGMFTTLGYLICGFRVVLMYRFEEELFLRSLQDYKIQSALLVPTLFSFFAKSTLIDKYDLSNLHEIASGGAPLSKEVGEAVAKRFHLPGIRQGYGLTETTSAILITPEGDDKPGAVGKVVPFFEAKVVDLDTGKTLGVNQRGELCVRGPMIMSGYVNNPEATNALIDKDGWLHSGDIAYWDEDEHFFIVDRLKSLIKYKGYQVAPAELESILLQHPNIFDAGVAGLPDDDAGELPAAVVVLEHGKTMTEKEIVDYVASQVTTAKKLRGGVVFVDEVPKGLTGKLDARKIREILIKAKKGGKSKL
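Purified P. pyralis luciferase (10nM final) in 50mM Tris acetate pH 7.5, 10mM Mg acetate, 0.01% Tween-20, 0.05% BSA with 10uM D-luciferin and 10uM ATP. Compounds titrated qHTS. Luminescence imaged on CCD.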
3T3 cytotox: NIH 3T3 cell cytotoxicity. NIH 3T3 viability, CellTiter-Glo ATP luminescence, 48-72 h. Potency, µM (doses to about 96.7 µM), inactives show at the highest dose activity change, negative = cytotoxicity, actives largely listed as inhibitors. 94,000 compounds, 4.3% hits; note: potency is the fitted concentration of half-maximal effect; nearly all actives have a fitted effect of over 55% in size
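ATP-dependent luminescence (CellTiter-Glo) served as the viability signal for NIH 3T3 cells treated with compound for 48 or 72 hr at 37 °C.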
SNCA expr inhib: inhibitors of alpha-synuclein (SNCA) gene expression; HEK-293 SNCA-luciferase knock-in, luminescence, 24 h; Potency, µM (highest dose often 57.2 µM), for the others: top-dose activity change, negative = inhibition, most hits filed as inhibitors; 140,000 compounds, 0.17% hits; AID 1671194;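 note: potency is the fitted concentration of half-maximal effect; plate controls were DMSO cells for no effect and cell-free wells for full effect; nearly all actives have a fitted effect of over 45% in size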
GPT2 inhibitor: GPT2 alanine aminotransferase inhibition | Q8TD30 | Recombinant GPT2, coupled pyruvate oxidase/HRP Amplex Red fluorescence | Potency, µM (highest dose often 57.7 µM), for the others: at the highest dose activity change, negative = inhibition, hits mostly inhibitors | 100,000 compounds, 0.25% hits | AID 1671188; note: potency is the fitted concentration of half-maximal effect; nearly all actives have a fitted effect of over 60% in size; many of its hits are not listed in these tables
Target sequence (Q8TD30 whole entry, looked up): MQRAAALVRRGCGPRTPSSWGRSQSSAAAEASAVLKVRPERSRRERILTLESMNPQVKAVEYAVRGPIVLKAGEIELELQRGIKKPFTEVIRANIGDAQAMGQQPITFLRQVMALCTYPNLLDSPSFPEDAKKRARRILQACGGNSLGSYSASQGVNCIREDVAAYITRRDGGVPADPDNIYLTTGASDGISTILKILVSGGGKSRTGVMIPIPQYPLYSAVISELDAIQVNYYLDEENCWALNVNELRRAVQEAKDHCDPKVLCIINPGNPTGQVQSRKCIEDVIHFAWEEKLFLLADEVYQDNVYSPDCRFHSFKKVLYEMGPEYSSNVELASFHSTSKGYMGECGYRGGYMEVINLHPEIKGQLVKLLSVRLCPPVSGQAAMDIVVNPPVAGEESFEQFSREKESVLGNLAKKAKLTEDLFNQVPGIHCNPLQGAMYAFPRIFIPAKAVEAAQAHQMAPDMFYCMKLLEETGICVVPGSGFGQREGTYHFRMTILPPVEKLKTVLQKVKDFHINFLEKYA
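GPT2 10ng/uL, a-KG 250uM, L-Ala 2mM, HEPES pH7.5 + 0.0001% Tween; 30 min RT. Then Amplex mix (PO/HRP/ThPP), 30 min RT dark, fluorescence. AOA 50uM used as positive control.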
HEK293 viab: reduces viability of HEK-293 SNCA reporter cells; 150,000 compounds, 0.12% hits; AID 1671193; HEK-293-SNCA-luc viability, GF-AFC fluorescence, 24 h; Potency, µM (series often up to 57.1 µM), inactives show top-dose activity change, negative = cytotoxicity, hits mostly cytotoxic;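 note: potency is the fitted concentration of half-maximal effect; 0% = DMSO-treated cells and -100% = medium-only wells without cells; nearly all actives have a fitted effect of over 30% in size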
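HEK-293-SNCA-luc cells (1500/well) plated 24 h, then exposed 24 h to a dilution series; GF-AFC added 30 min at 37C, fluorescence 405/540 nm; normalised to medium-only and DMSO wells, Hill fit.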
IP6K1 inh: inhibitors of human IP6K1; Q92551; IP6K1 kinase, ADP-Glo luminescence, 2 h; active compounds read low; activity change, % (series mostly up to about 58 µM); 140,000 compounds, 0.81% hits; AID 1645851; in the data active = activity change below about -25%
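ADP-Glo luminescence measures ADP made by human IP6K1 during a 2 h RT reaction with ATP/IP6 (mix at 1.3 mM/130 uM); top library doses 57.5 and 19.1 uM final.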
HEK cytotox: HEK 293 cell cytotoxicity; HEK 293 viability, ATP luminescence (CellTiter-Glo), 48-72 h; Potency, µM (series often up to 115 µM), for inactives: top-dose activity change, negative = cytotoxicity, hits mostly inhibitors; 94,000 compounds, 6.6% hits; AID 1345083; note: potency is the fitted concentration of half-maximal effect; nearly all actives have a fitted effect of over 60% in size
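Read-out: CellTiter-Glo ATP luminescence. Cells: HEK 293, 250 cells/well. Exposure: 48 or 72 hr, 37 degree Celsius.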
* = called active by the depositor; i = inactive; ? = inconclusive; / = no result given; [ ] = remark or other dose. Unless noted, calls come from the whole dose curve; as a rule, active = well fitted curve in the direction sought with a large enough effect; inconclusive = small, poorly fitted or top-dose-only effect, or another doubt; inactive = no such curve, though single readings can be large; an effect the other way counts as inactive or inconclusive. Unless noted, % is set by controls: 0 for no effect and ±100 for the full control effect.

SMILES	Luciferase inh	3T3 cytotox	SNCA expr inhib	GPT2 inhibitor	HEK293 viab	IP6K1 inh	HEK cytotox
COc1cccc(CNC(=O)C2CCCN(S(=O)(=O)N(C)c3ccc(F)cc3)C2)c1OC (centres undefined)	/	/	-6%	/	-18%	13	/
COCCn1nnnc1C1CC2(CCOCC2)C(=O)N1Cc1cccc(OC)c1 (centres undefined)	-2%	i	-1%	i	-5%	12	-1%
O=C(NC[C@H]1OC[C@@H](NCc2ccccc2F)[C@@H]1O)c1ccc(F)cc1	-14%[172 µM]	-18%[174 µM]	10%[87.6 µM]	3%[88.5 µM]	-1%[87.6 µM]	13	-4%[172 µM]
Cc1ccc(C(=O)NC2CCCN(Cc3ccc(-c4cc(C)cc(C)c4)cc3)C2)cc1 (centres undefined)	/	-18%	-13%	-18%	3%[12.5 µM]	28	-19%
COc1ccc(C(=O)N[C@H]2CO[C@H]3[C@@H]2OC[C@@H]3Nc2nccc(-c3cccc(F)c3)n2)cc1	-14%	-44%	-24%	5%	?	-12	?
Cc1cccc(NC(=O)c2sc3nc4c(cc3c2N)CCCCCC4)c1C	/	/	15%	/	22%	25	/
COCC(=O)N[C@@H]1CN(Cc2cccc(F)c2F)C[C@H]1CO	-1%	-1%	0%	3%	-1%	-3	i
O=C(c1ccc2cc[nH]c2c1)N1CCC2(CC1)N=C(c1cccc(Br)c1)NO2	42%	?	?	1%	-10%	9	?
O=C1NC(=NC2CCCCC2)C2(CCN([S+](=O)([O-])c3ccsc3)C2)N1c1cccnc1 (centres undefined)	/	i	6%	i	-5%	-14	i
CCCN1C(=O)Cc2cc(C(=O)N3CCN(c4ccccc4Cl)CC3)ccc21	-11%	?	10%	?	12%	-6	?

Entries of single compounds as entered above. Values in the order: Luciferase inh	3T3 cytotox	SNCA expr inhib	GPT2 inhibitor	HEK293 viab	IP6K1 inh	HEK cytotox
Profile of `O=C(c1ccc2cc[nH]c2c1)N1CCC2(CC1)N=C(c1cccc(Br)c1)NO2` = 42%	?	?	1%	-10%	9	?
Profile of `COc1cccc(CNC(=O)C2CCCN(S(=O)(=O)N(C)c3ccc(F)cc3)C2)c1OC` (centres undefined) = /	/	-6%	/	-18%	13	/
Profile of `Cc1cccc(NC(=O)c2sc3nc4c(cc3c2N)CCCCCC4)c1C` = /	/	15%	/	22%	25	/
Profile of `COCCn1nnnc1C1CC2(CCOCC2)C(=O)N1Cc1cccc(OC)c1` (centres undefined) = -2%	i	-1%	i	-5%	12	-1%
Profile of `Cc1ccc(C(=O)NC2CCCN(Cc3ccc(-c4cc(C)cc(C)c4)cc3)C2)cc1` (centres undefined) = /	-18%	-13%	-18%	3%[12.5 µM]	28	-19%

(further entries)
SMILES	Luciferase inh	3T3 cytotox	SNCA expr inhib	GPT2 inhibitor	HEK293 viab	IP6K1 inh	HEK cytotox
CC1NC(=O)CNC(=O)C(C(C)C)NC(=O)C2CCCN2C(=O)C(C(C)C)NC(=O)C(Cc2c[nH]c3ccccc23)NC1=O (centres undefined)	/	/	/	-2%[17.1 µM]	-11%[23.9 µM]	-2	/
CC(C)NC(=O)N1CCCC1c1noc(CCC(=O)NCC2CC2)n1 (centres undefined)	0%	i	-2%	i	10%	39	4%
COc1cccc(CC(=O)N2C[C@@H](CO)[C@H](c3nc(C4CC4)no3)C2)c1	4%	-10%	-10%	-2%	-4%	9	i
O=C(Nc1ccccc1)N1CCCC(c2nn(-c3ccccn3)c(=O)[nH]2)C1 (centres undefined)	/	-30%	-1%	0%	2%	0	?
FC(F)(F)c1ccc(Oc2ccc(CN3CCCC3)cc2Cl)nc1	-6%	?	7%	-12%	-16%	-23	?
CCOc1cccc(-c2nnc(CCC(=O)NCCc3ccccc3)c(=O)[nH]2)c1	?	-6%	24%	4%	-5%	-2	-10%
OCCN(CCO)c1ncnc2c1cnn2-c1ccc(F)cc1	/	/	76%[activator]	/	13%	-11	/
COc1ccc(Cn2c(CO)cnc2SCc2ccccc2)cc1	/	/	149%[activator]	/	3%	-3	/
O=C(CCCc1nc2ccccc2s1)N1CCc2nc3cc(-c4ccccc4)[nH]n3c(=O)c2C1	-16%	?	?	i	-18%	15	?
COc1ccc(C(=O)N2CCC(n3cc(-c4nc(C(C)C)no4)nn3)CC2)cc1OC	7%	-5%	10%	i	-8%	0	?
CC(C)c1noc(-c2cn(C3CCN(C(=O)c4cccc(Br)c4)C3)nn2)n1 (centres undefined)	15%	-29%	-20%	-13%	1%	14	?
N#CCn1nc2n(c1=O)CCN(C(=O)Cc1c(F)cccc1Cl)CC2	-1%	-15%	40%[activator]	i	1%	-8	-5%
CN1CCCN(C[C@@H]2CN(C(=O)c3ccn(C)n3)C[C@@H]2CO)CC1	-12%	-2%	6%	?	-8%	9	1%
CN(c1ccc(F)cc1)S(=O)(=O)N1CCCC(C(=O)NCc2cccc(Br)c2)C1 (centres undefined)	/	/	?	/	?	6	/
CCc1ccc(S(=O)(=O)c2nnn3c2nc(N2CCCC2)c2sccc23)cc1	/	/	5%	/	9%	32	/
COCC(=O)N1CCC(=O)N(CCC#N)C[C@H]2CN(C)c3ccccc3[C@@H]21	/	-31%[46.1 µM]	6%[25.6 µM]	1%[27.3 µM]	-17%[23.9 µM]	3	?
O=C(C1CC1)N1CCC(Cc2nncn2-c2ccccc2)C1 (centres undefined)	1%	-7%	?	i	1%	3	10%
Cc1cccc(-c2ccc3c(c2)C(=O)N2CC[C@H](NC(=O)c4cccnc4)C[C@H]2C(=O)N3)c1C	3%	-19%	24%	i	-4%	16	?
C[C@@H]1O[C@@H](O[C@H]2[C@H](OC(=O)[C@]34CCC(C)(C)C[C@H]3C3=CCC5[C@@]6(C)CC[C@H](O[C@@H]7O[C@H](CO[C@@H]8OC[C@H](O)[C@H](O)[C@H]8O)[C@@H](O)[C@H](O)[C@H]7O)C(C)(C)C6CC[C@@]5(C)[C@]3(C)C[C@H]4O)OC[C@@H](O)[C@@H]2O)[C@H](O)[C@H](O)[C@H]1O[C@@H]1OC[C@H](O)[C@H](O[C@@H]2OC[C@@H](O)[C@H](O)[C@H]2O)[C@H]1O (some centres undefined)	/	/	/	4%[11.5 µM]	-1%[12.5 µM]	2	/
CC(=O)N1CCC(Cc2ccc(C(N)=O)cc2)CC1	3%	i	-5%	-16%	2%	-13	i
CCC(C)NC(=O)C1COC2(CCN(C(=O)c3cccc(OC)c3)CC2)N1C(=O)c1ccccc1 (centres undefined)	-11%	-14%	8%	i	2%	10	-7%
C#CCNC(=O)c1cc(C(C)(C)C)c2cccn2n1	/	-16%[138 µM]	1%[87.6 µM]	-15%[88.5 µM]	0%[87.6 µM]	-6	-30%[172 µM]
Cc1nn2c(c1-c1ccccc1-c1ccccc1)N(Cc1ccc(C(=O)O)s1)CCC2	-4%[172 µM]	-9%[138 µM]	-15%[87.6 µM]	-11%[88.5 µM]	3%[87.6 µM]	17	?
Clc1cccc(N2CCN(c3nc4ccccc4n4cnnc34)CC2)c1	/	/	1%	/	?	24	/
CCNC(=O)CC1=C2CCCCC2NC1=O (centres undefined)	-3%	1%	-9%	i	-2%	7	i
CCN(CC)CCCNc1ncnc2c1cnn2-c1ccc(C)c(C)c1	/	/	145%[activator]	/	?	1	/
COc1ccc(CNC(=O)CN2C(=O)CC(c3ccc(C)c(C)c3)=Nc3ccccc32)cc1	/	/	251%[activator]	/	-7%	3	/
O=C(c1ccc(Cl)cc1)N1CCn2c(nn(-c3ccc(F)cc3)c2=O)C1	/	-9%	-17%	-10%	0%	-10	-8%
CCc1ccc(CNC(=O)C2CCCCC(=O)N2C)cc1 (centres undefined)	12%	i	0%	i	5%	18	10%
CCCc1nnc(C[C@@H]2C[C@@H](C(C)C)[C@H](CN3CCN(CCO)CC3)C=C2C)o1	3%[172 µM]	?	-3%[87.6 µM]	?	-7%[87.6 µM]	1	?
COC(=O)N1CCC(N2C(=O)c3c(c(C)nn3-c3ccccc3)C2C(C)C)CC1 (centres undefined)	/	-21%	/	/	/	20	?
COC(=O)CNC(=O)c1nn(C)c2nc(-c3ccccc3OC)ccc12	/	-29%	-4%	-3%	8%	12	1%
Cc1ccccc1NC(=O)CSc1nc2c(oc3ccccc32)c(=O)n1-c1ccccc1F	/	/	3%	/	-21%	-5	/
COc1cccc(C(=O)N2C[C@@H](Oc3ccccc3)C[C@@H]2C(=O)N2CCOCC2)c1	0%	-13%	4%	?	4%	16	-2%
COc1ccc(OC2CN(C(=O)c3ccccc3)C2)cc1	/	-12%[138 µM]	36%[activator][87.6 µM]	4%[88.5 µM]	0%[87.6 µM]	-22	-17%[172 µM]
O=C(N[C@H]1CCN2C(=O)N(c3ccc(OC(F)(F)F)cc3)C(=O)[C@@H]2C1)c1cnccn1	8%[172 µM]	?	41%[activator][87.6 µM]	3%[88.5 µM]	2%[87.6 µM]	-6	-36%[172 µM]
O=C(NCc1ccc2c(c1)CCN2C(=O)c1ccc(F)cc1)c1c(F)cccc1F	/	/	-2%	/	-7%	1	/
O=C(CC[C@H]1NC(=O)c2ccccc2NC1=O)NCCc1ccco1	-3%	-14%	27%	i	28%	11	4%
Cn1cccc1C(=O)N1CCN(C(=O)N2CC3CC(C2)[C@H]2CCCC(=O)N2C3)CC1 (some centres undefined)	7%	-13%	17%	-7%	11%	0	7%
Cc1cc(C)cc(-c2ccc(C=O)cc2)c1	/	?	25%[87.6 µM]	-5%[88.5 µM]	3%[87.6 µM]	-6	126µM*
CCOc1ccc(-c2noc(CSc3nnc(Cc4ccccc4)n3-c3cccc(C)c3)n2)cc1	/	/	?	/	-28%	2	/
O=C(c1cccn1-c1nnc(N2CCCC2)s1)N1CCN(c2ccccc2)CC1	/	/	-12%	/	7%	16	/
CCC(C)NC(=O)C1CC(c2ccccc2)CN(C(=O)c2ccc(OC)cc2)C1 (centres undefined)	5%	-18%	1%	i	-12%	-1	-13%
COc1ccccc1N1CC2(CN(CCOc3ccccc3)C(=O)O2)C1	3%[172 µM]	?	-17%[87.6 µM]	i	5%[87.6 µM]	2	?
COc1cccc(-c2ccc(N3CCCCCC3)nn2)c1OC	?	?	-19%	5%	-8%	0	?
O=C(Cc1ccccc1)Nc1sc2c(c1C(=O)Nc1ccccc1Cl)CCCC2	/	/	1%	/	10%	-2	/
Cc1cccc2c(=O)cc(CSCC(=O)Nc3ccc(Cl)cc3)[nH]c12	/	/	16%	/	5%	19	/
COc1ccc(CCC(=O)N2CCC3(CC2)C(=O)N(C)c2ccccc23)cc1	3%	-21%	-5%	-11%	-13%	-2	?
O=C(c1ccc(C(F)(F)F)cc1)N1CCC(N2CCOC2=O)CC1	/	i	-12%	-3%	6%	-9	0%
COc1ccc(OC)c(S(=O)(=O)N2CCCC(Cn3c(C)nc4cccnc43)C2)c1 (centres undefined)	0%	-27%	-18%	i	-4%	-5	?
